# Assay outcomes as filed in PubChem BioAssay.
# Pf gamet viab: P. falciparum stage V gametocyte viability inhibition. inhibition, % at 10.9 µM. P. falciparum stage V gametocytes, ATP luminescence, 24 h. AID 743093. 150,000 tested, 0.065% active;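 active = inhibition above the mean plus 3 SD of compounds within the control limits, set per campaign, cut at about 38% in these data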;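 note: 0% = DMSO wells and 100% = medium only without gametocytes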
# * hit, by the source's call. A portion of the library, so the mix of outcomes need not match the whole.
SMILES,Pf gamet viab
COc1ccc(OC(=O)N2CCOCC2)cc1,-9
COc1ccc(C2C(C#N)=C(N)Oc3cc(O)ccc32)cc1 (stereo not drawn),-16
CCCn1c(=O)c(C(=O)Nc2cccc(C)n2)c(O)c2ccccc21,-13
Cc1cc(C)nc(NC(=O)c2cccs2)c1,5
CCN(CC)c1ccc2cc(-c3nc(-c4cc5ccccc5oc4=O)cs3)c(=O)oc2c1,10
O=c1oc(CCO)cc2ccccc12,0
CCn1cnc2c([N+](=O)[O-])c(NS(=O)(=O)c3ccc(C)cc3)ccc21,-6
Cc1ccc(SC[C@H](C)CN2CC[C@H](C(C)(C)C)CCC2=O)cc1,-39
Cc1ccc(OCC(O)CN2CCOCC2)c(C)c1 (stereo not drawn),9
CCC1(CC)Cc2ccccc2-c2[nH]c(=S)[nH]c(=O)c21,1
COc1ccc2c(c1)C(C)(CCN)C(=O)N2C (stereo not drawn),17
CCOC(=O)Nc1ccc2c(c1)N(C(=O)CCCl)c1ccccc1[S@]2=O,7
CC(O)CN1CCN(C(=O)CN2C(=O)NC(c3ccccc3)(c3ccccc3)C2=O)CC1 (stereo not drawn),4
CCOC(=O)N1CCN(CC(=O)Nc2nc3ccc(OC)cc3s2)CC1,-21
Cc1ccc(C(=O)CNc2cc(C)ccc2C)cc1,6
CC1CCCCN1CCCNc1ccc(C(CC(N)=O)NC(=O)Cc2ccc(Cl)cc2)cc1[N+](=O)[O-] (stereo not drawn),8
COc1cccc(C(=O)NNC(=O)c2ccc3ccccc3c2O)c1,-24
CN1CCN(C2CCN(c3cccc(Cl)c3)CC2)CC1CCO (stereo not drawn),10
COc1cc(CNCc2ccc(C)cc2)cc(OC)c1OC,5
CN(C)CC/C=C1/c2ccc(F)cc2Sc2ccc(Cl)cc21,21
C#CCOCCOCCOCCNc1nc(N2CCN(C(=O)C([C@@H](C)O)n3cc([C@@H](N)CCCCN)nn3)CC2)nc(N2CCN(C(=O)[C@H](CCCCN)n3cc([C@@H](N)CC(N)=O)nn3)CC2)n1 (stereo partly drawn),0
COc1ccc(C(=O)N(C)C2CCCN(Cc3ccccc3F)C2)cc1C (stereo not drawn),-4
O=C(OCC#CCSc1nnc(-c2cccc3ccccc23)o1)c1ccc2ccccc2c1,3
CCN1C(=O)[C@H]2[C@@H](c3ccc(C)cc3)N3C(=O)N(c4ccc(C(F)(F)F)cc4)C(=O)[C@@]3(Cc3ccccc3)[C@H]2C1=O,-15
CC1(C)CC(NC(=O)c2ccc(Cl)cc2Cl)CC(C)(C)N1,22
COc1ccc(CCNC(=O)C2CCCN2C(=O)Nc2ccc(Cl)cc2)cc1OC (stereo not drawn),-21
O=c1c2c3c(sc2n(CCN2CCOCC2)c(=O)n1C1CCCCC1)CCCCC3,-10
O=C1C2C3CCCC3=C3CCCC3C2C(=O)N1c1ccc(Cl)cc1 (stereo not drawn),-5
CC1CCN(C(=O)c2nc[nH]c2C(=O)N2CCc3ccccc3C2)CC1,2
COc1nnc(-c2ccc(C)cc2)c2ccccc12,-26
C=C[C@@H]1c2cc(C)ccc2N(S(=O)(=O)c2ccc(C)cc2)[C@H](c2ccccc2C(F)(F)F)C1(C#N)C#N,4
COc1ccc(Cl)cc1NC(=O)C/C(C)=N/NC(=O)c1ccccc1[N+](=O)[O-],4
CCOc1cc(C2NC(=O)c3ccccc3O2)ccc1OC (stereo not drawn),18
Cc1cc(=O)cc(C)n1-c1ccccc1Br,14
CCC(C)c1ccccc1OCCCNC1CCCC1 (stereo not drawn),12
CCOC(=O)[C@H]1[C@H]2COc3ccc(OC)cc3[C@@H]2N2C(=O)CN(CCc3c[nH]c4ccccc34)C(=O)[C@@]12C,11
C=C(CC[C@@H](O)C(C)(C)O)[C@H]1CC[C@]2(C)[C@@H]1CCC1[C@@]3(C)CC[C@H](O)C(C)(C)C3CC[C@]12C (stereo partly drawn),13
Brc1ccc(C[n+]2ccccc2)cc1,12
CC(C)C(=O)Nc1ccccc1-c1nc2ccccc2[nH]c1=O,-14
O=c1c2ccccc2oc2cc(NCCCn3ccnc3)ccc12,4

# Structural class: those above containing a cyano group
SMILES,Pf gamet viab
COc1ccc(C2C(C#N)=C(N)Oc3cc(O)ccc32)cc1 (stereo not drawn),-16
C=C[C@@H]1c2cc(C)ccc2N(S(=O)(=O)c2ccc(C)cc2)[C@H](c2ccccc2C(F)(F)F)C1(C#N)C#N,4

# Continuation.
SMILES,Pf gamet viab
C[C@H]1CCC(=O)N(CCSc2ccc(Br)cc2)CC1,16
c1ccc(SCCOCCN2CCOCC2)cc1,-7
O=S(=O)(c1ccccc1)N1CCN(c2ccccc2)CC1,5
Cn1c(=O)[nH]c(=O)c2c1nc(SCC(O)CCl)n2Cc1ccccc1 (stereo not drawn),-11
Cc1noc(C)c1NC(=O)N(C)C[C@H]1Oc2ccc(NC(=O)NC(C)C)cc2C(=O)N([C@H](C)CO)C[C@@H]1C,-5
CCC(=O)NC(Cc1ccccc1)c1nc2ccccc2[nH]1 (stereo not drawn),2
Cc1cc(C(=O)Nc2cccc3c2O[C@@H](CN(C)S(=O)(=O)c2ccccc2)[C@H](C)CN([C@@H](C)CO)C3=O)n(C)n1,-4
COc1ccc(C(=O)NCCN2CCCC2)cc1[N+](=O)[O-],15
CC1(C)CC(NC(=O)C(c2ccccc2)c2ccccc2)CC(C)(C)N1,-12
CSc1c(CC(=O)Nc2ccccc2)n(C)c2ccccc12,10
CCO[C@H]1OC(C(=O)O)=C[C@@H](c2ccccc2)[C@@H]1CCCO,5
COC(=O)c1ccccc1C(=O)c1cccc2ccccc12,2
Cn1ccnc1C(=O)Cc1ccc([N+](=O)[O-])cc1,-7
COC(C[C@@H]1O[C@@H]1[C@H](O)[C@@H](C)OCc1ccccc1)OC,-12
COC(=O)C1=C(C)N(Cc2ccccc2)C(=NCc2ccccc2)N[C@H]1c1cccc(F)c1,2
Cc1ccc(CNC(=O)C2CCCN2S(=O)(=O)c2ccc(Cl)cc2)cc1 (stereo not drawn),4
CCC(CO)Oc1cc(NC(=O)c2cccc(Cl)c2)c2ncn(C(C)C)c2c1 (stereo not drawn),4
COC(=O)c1c(-c2ccccc2)noc1-c1ccccc1,-2
CCOC(=O)c1ccc(NC(=S)NCc2ccc(S(N)(=O)=O)cc2)cc1,-1
CC(C)(CO)CNC1CCCN(C2Cc3ccccc3C2)C1 (stereo not drawn),0
CCCn1c(C(O)c2cc(OC)c(OC)c(OC)c2)nc2ccccc21 (stereo not drawn),5
O=c1ncn(-c2cccc(Cl)c2)c2ccccc12,-3
Cn1c(SCc2cccc(Br)c2)nc2ccccc2c1=O,-4
CCCn1nnnc1NCc1ccccc1OCC,-19
COc1cc(OC)cc(C(=O)N2CCN(Cc3ccc4c(c3)OCO4)CC2)c1,0
OCC[C@@H]1C[C@H](O)[C@@H](O)[C@@]2(CCc3ccccc3CO2)O1,4
COc1cccc(C(=O)Nc2cc(NC(=O)c3cccs3)ccc2C)c1,2
Cc1cccc(Nc2nc(OCC#N)nc(N(C)C)n2)c1,9
O=C(Cc1cccc2ccccc12)Nc1ccccc1,-1
NC1=NC[C@H](Cc2ccccc2)N1CC1CCCCC1,20
COc1c(Br)cc(/C=N/n2c(-c3ccccc3)n[nH]c2=S)c(O)c1Br,7
O=S1(=O)CCO[C@H]2Cc3ccccc3[C@H]2N1Cc1cccc(F)c1,6
NCCCCCc1cn([C@@H](CCC(=O)O)C(=O)NCCCCCCCCCCC(=O)N2CCNCC2)nn1,3
Cc1ccc(N(CC(=O)N2CCCCCC2)S(C)(=O)=O)cc1Cl,-22
C[C@@H]1CN([C@H](C)CO)C(=O)c2cc(NC(=O)Nc3ccc(C(F)(F)F)cc3)ccc2O[C@H]1CN(C)S(=O)(=O)c1ccccc1,1
COC(=O)c1sc(NC(=O)c2ccncc2)nc1C,-7
CC1(C#N)c2ccccc2C(Br)=CN1C(=O)c1ccccc1 (stereo not drawn),-55
O=C(Oc1ccc2ccccc2c1)C1CCC1,16
COc1ccc(NC(=O)Nc2c(O)ccc3ccccc23)cc1,17
COc1ccc(C(=O)Nc2ccc(Cn3ccnc3)cc2)cc1OC,18

# Next section, overlapping the part above by two compounds.
SMILES,Pf gamet viab
COc1ccc(NC(=O)Nc2c(O)ccc3ccccc23)cc1,17
COc1ccc(C(=O)Nc2ccc(Cn3ccnc3)cc2)cc1OC,18
Cc1ccc(Cl)cc1NC(=O)CN1CCOCC1,-17
COc1ccc(NC(=O)c2cc(-c3ccco3)nc3ccccc23)cc1,-3
O=C(NCCc1ccccn1)c1c(-c2ccccc2)sc2ccccc12,-54
Cc1ccc(/C=N/NC(=O)NC23CC4CC(CC(C4)C2)C3)o1,-21
COc1cc(CN(CCN(C)C)Cc2ccccc2)ccc1OCc1ccccc1,11
COc1cc(/C(O)=C(\C#N)c2nc3ccccc3[nH]2)cc(OC)c1OC,-3
COc1cccc(CC2(CO)CCCN(Cc3ccc(OC(F)F)cc3)C2)c1 (stereo not drawn),-2
O=C(Nc1ccc(-c2ccccc2)cc1)c1ccccc1,-1
CCCn1nnnc1NCc1cccc(OC)c1OCC,-21
COc1ccc(-c2n[nH]c(=S)n2-c2ccccc2C)cc1OC,12
C[C@@H]1CCC(=O)N(CC[C@H](Oc2ccccc2)c2ccccc2)CC1,-5
O=C(NCC(=O)N1CCCC1)c1ccc(Cl)cc1,1
O=C(Nc1c[nH]c(=O)[nH]c1=O)c1ccccc1Br,12
CCCn1c(C2CCCN2c2nc(-c3cccc(Br)c3)cs2)nc2cc(Cl)c(Cl)cc21 (stereo not drawn),-4
O=C(C[C@H]1C(=O)N(c2ccc(F)c(F)c2)C[C@@H]1Cc1ccccc1)Nc1ccccc1,-5
NC(=O)c1nc[nH]c1C(=O)Nc1cccc(NC(=O)c2cccc(C(F)(F)F)c2)c1,-5
Clc1cccc(/C=N/N2CCN(Cc3ccccc3)CC2)c1,-14
CN1C(=O)CSC1=Nc1ccc(F)cc1,13
CN(C)c1ccc(-c2ccc3c(=O)c4ccccc4n(C)c3c2)cn1,11
CC(C)(C)OC(=O)N1CCC(NC(=O)c2nc[nH]c2C(=O)N2CCN(C(=O)OC(C)(C)C)CC2)CC1,12
Cc1cc(C)nc(N2CCN(c3ccc(F)cc3)CC2)n1,14
CN(C)C(=S)Nc1ccc(Cc2ccncc2)cc1,-25
O=C(O)COc1ccccc1/C=N/NC(=O)C(O)c1ccccc1 (stereo not drawn),14
O=S1(=O)[C@H]2C[C@@H]3C=C[C@@]2(CN1Cc1ccc(F)cc1)O3,-20
CCc1ccc(Nc2cc(C)nc3ncnn23)cc1,11
CN1C(=O)c2c(sc3c2CC(C)(C)SC3)N2CCN=C12,-11
COc1ccc2c(=O)c3c(=O)n(Cc4ccccc4)c(C(C)C)nc3oc2c1,8
O=C(c1cc(F)c(F)cc1Cl)N1CCCc2ccccc21,7
O=C(Nc1cccc2ncccc12)c1ccccc1F,-14
CN(Cc1ccccc1)C(=O)c1[nH]cnc1C(=O)Nc1ccc(Cl)cc1,-18
Cc1ccc(NC(=O)c2ccccc2NC(=O)c2cccnc2)cc1,9
C[C@@H]1NC(=O)[C@@]2(C)[C@@H](c3ccccc3)[C@H]3COc4ccccc4[C@@H]3N2C1=O,-7
Cc1sc(N)nc1-c1ccc(Oc2ccccc2)cc1,-5
CCOc1ccc(C(=O)Nc2ccc3[nH]ncc3c2)cc1,11
CC(C)(C)OC(=O)C[C@H]1C/C=C\C[C@@H](CC(=O)N(CCO)Cc2ccccc2)C(=O)N[C@@H](c2ccccc2)COC1=O,15
C/C(=N\Nc1nc(C)cc(-c2ccccc2)n1)c1ccc(F)cc1,1
CCOC(=O)C(C)N1CC(=O)N(c2ccccc2)C1=O (stereo not drawn),-3
Oc1ccccc1C(=S)N1CCCC1,5
O=C1NC(=Nc2ccccc2Cl)S/C1=C\c1cccc([N+](=O)[O-])c1O,14
CC(CN1CCCC1)OC(=O)c1ccc(Cl)cc1Cl (stereo not drawn),13
Cc1ccccc1-c1nnc(SCC(=O)Nc2c(C)n(C)n(-c3ccccc3)c2=O)o1,2
COc1ccc(Cl)cc1NC(=O)C[n+]1ccccc1,2
O=C1CCN(CCc2ccccc2)CCN1CCOc1ccccc1,-33
Cc1ccc(-c2csc3ncn(C(C)C(=O)O)c(=O)c23)cc1 (stereo not drawn),-35
CC(C)CC(=O)NC(c1ccccc1)c1c(O)ccc2ccccc12 (stereo not drawn),23
O=S1(=O)CCOC[C@H](Cc2ccccc2)N1Cc1ccccc1F,-4
O=C(NCCCc1ccccc1)c1cccc(Br)c1,15
COc1ccc(NC(=O)N(C)C[C@@H]2Oc3c(NC(=O)Nc4c(C)noc4C)cccc3C(=O)N([C@@H](C)CO)C[C@@H]2C)cc1,-12
O=C1C=C(c2cccc3c2oc2ccccc23)CCC1,-2
Cn1cc(C(=O)C(=O)N2CCCC2)c2ccccc21,-5
O=C(Nc1ccccc1C(F)(F)F)c1cc2ccccc2o1,13
CC1CCCC(N2CCN(C(=O)c3ccc([N+](=O)[O-])cc3)CC2)C1 (stereo not drawn),-3
O=C1[C@H]2[C@@H](/C=C/c3ccccc3)N3C(=O)CN(Cc4ccccn4)C(=O)[C@@]3(Cc3ccccc3)[C@H]2C(=O)N1c1ccccc1,-24

# Compounds shown so far that contain a CF3 group:
SMILES,Pf gamet viab
CCN1C(=O)[C@H]2[C@@H](c3ccc(C)cc3)N3C(=O)N(c4ccc(C(F)(F)F)cc4)C(=O)[C@@]3(Cc3ccccc3)[C@H]2C1=O,-15
C=C[C@@H]1c2cc(C)ccc2N(S(=O)(=O)c2ccc(C)cc2)[C@H](c2ccccc2C(F)(F)F)C1(C#N)C#N,4
C[C@@H]1CN([C@H](C)CO)C(=O)c2cc(NC(=O)Nc3ccc(C(F)(F)F)cc3)ccc2O[C@H]1CN(C)S(=O)(=O)c1ccccc1,1
NC(=O)c1nc[nH]c1C(=O)Nc1cccc(NC(=O)c2cccc(C(F)(F)F)c2)c1,-5
O=C(Nc1ccccc1C(F)(F)F)c1cc2ccccc2o1,13
